# EP2 antag: blocks the human prostaglandin E2 receptor EP2; P43116; C6 glioma cells expressing human EP2, cAMP TR-FRET; cells stimulated with saturating PGE2; inhibition, % at 25 µM; 0.52% of 260,000 active;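 active = percent inhibition above 40 after rounding to a whole number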;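 note: rat C6 glioma host cells with rolipram phosphodiesterase inhibitor present; the protocol text gives 20 µM as final concentration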
# Target sequence (P43116 whole entry, looked up): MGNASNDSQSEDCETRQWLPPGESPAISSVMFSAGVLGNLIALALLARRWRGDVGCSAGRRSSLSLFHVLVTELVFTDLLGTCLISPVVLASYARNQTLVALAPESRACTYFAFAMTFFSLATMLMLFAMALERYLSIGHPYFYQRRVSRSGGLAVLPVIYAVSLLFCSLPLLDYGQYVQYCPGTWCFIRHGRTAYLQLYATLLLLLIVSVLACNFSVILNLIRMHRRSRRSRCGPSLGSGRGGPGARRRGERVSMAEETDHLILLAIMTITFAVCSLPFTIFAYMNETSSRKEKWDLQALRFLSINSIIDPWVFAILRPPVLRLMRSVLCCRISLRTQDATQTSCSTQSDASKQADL
# S1P4 ag: activates the human S1P4 receptor; S1P4-expressing cell line, agonist reporter assay; activation, % at 4.98 µM; 0.35% of 220,000 active; AID 1509; in the data active = activation above about 11%;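 note: 0% = DMSO vehicle and 100% = reference agonist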
# NPY-Y2 PAM-ag: potentiates or activates human NPY-Y2 receptor | cells expressing NPY-Y2, potentiator/agonist read-out | activation, % at 3.6 µM | 0.45% of 220,000 active; in the data active = activation above about 27%;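 note: cells stimulated with NPY near EC25 plus isoproterenol at EC100; 0% = vehicle plus submaximal agonist and 100% = vehicle plus saturating agonist; some results beyond the cut were filed as inactive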
# Target sequence (P49146 whole entry, looked up): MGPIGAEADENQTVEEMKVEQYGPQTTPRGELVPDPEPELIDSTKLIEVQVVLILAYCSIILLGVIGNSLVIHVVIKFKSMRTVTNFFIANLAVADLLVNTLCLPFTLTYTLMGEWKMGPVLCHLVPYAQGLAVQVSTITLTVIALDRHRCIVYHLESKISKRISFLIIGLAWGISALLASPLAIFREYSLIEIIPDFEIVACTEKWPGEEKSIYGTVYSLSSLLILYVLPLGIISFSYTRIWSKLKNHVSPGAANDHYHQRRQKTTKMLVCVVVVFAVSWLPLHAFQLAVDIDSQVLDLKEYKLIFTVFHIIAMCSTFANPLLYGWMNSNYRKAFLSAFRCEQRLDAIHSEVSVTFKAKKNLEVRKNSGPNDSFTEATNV
# EP2 modulator: modulators of human EP2 prostaglandin E2 receptor; 0.83% of 260,000 active; EP2-expressing cells, cAMP HTRF FRET, PGE2 co-stimulation; P43116; induction, % at 25 µM;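 active = compounds whose cAMP rise, as percent of the full-agonist control response, exceeds 60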;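 note: rat C6 glioma line stably carrying human EP2 under a CMV promoter; the protocol text gives 20 µM as final concentration; 100% = response of wells given 1 µM PGE2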
# eIF4E-4G inh: inhibitors of eIF4E and eIF4G interaction in translation initiation | TR-FRET eIF4E-eIF4GI(517-606) binding, 2 h | 0.37% of 220,000 active | P63073+Q04637 | inhibition, % at 21.7 µM;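 active = inhibition above about 30%, limit read from the data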;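 note: 0% = full FRET control wells and 100% = background wells lacking eIF4GI fragment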
# p97 ATPase inh: blocks human p97 ATPase activity; P55072; recombinant p97 ATPase, Kinase-Glo ATP luminescence, 3 h; inhibition, % at 8 µM; 0.42% of 220,000 active; AID 1481; in the data active = inhibition above about 15%;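 note: 0% = DMSO vehicle and 100% = wells lacking enzyme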
# NPY1 pot ag: potentiates or activates human NPY-Y1 receptor; P25929; NPY-Y1 expressing cells, potentiator/agonist activation; activation, % at 3.6 µM; 0.37% of 220,000 active; AID 1304; in the data active = activation above about 33%, passing the limit was not always enough;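 note: cells stimulated with NPY at EC10 then isoproterenol at EC100; 0% = low agonist plus stimulus and 100% = saturating agonist plus stimulus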
# NPY-Y1 antag: blocks the human neuropeptide Y Y1 receptor | HEK293-CNG Y1 cells, membrane potential fluorescence; NPY at EC95, then isoproterenol | inhibition, % at 3.6 µM | 1% of 200,000 active | AID 1040;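 active = inhibition above the campaign mean inhibition of all tested compounds plus 3 SD, cut at about 20% in these data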;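 note: 0% = DMSO wells given NPY plus isoproterenol and 100% = isoproterenol alone without NPY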
#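 System: HEK293 cells with Y1 receptor plus CNG channel / Probe or stimulus: NPY 25 nM then isoproterenol 1 µM plus Ro 20-1724 25 µM / Compound: one concentration, 3.6 µM, in 0.4% DMSO / Schedule: compound incubation 1 h at room temperature, readout 45 min post-stimulation / Measured by: membrane potential fluorescence / Read-out: % inhibition of NPY effect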
# S1P4 antagonist: antagonists of human S1P4 receptor | inhibition, % at 4.98 µM | O95977 | 0.26% of 220,000 active | S1P4-expressing cells, antagonist mode, reporter read-out; in the data active = inhibition above about 29%;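 note: 0% = wells stimulated with agonist and 100% = vehicle wells without agonist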
# * marks the source's active call; other numbers are inactive results; . = not tested or not shown; & = joins results of further samples; [ ] = dose if it differs, or a comment.
SMILES,EP2 antag,S1P4 ag,NPY-Y2 PAM-ag,EP2 modulator,eIF4E-4G inh,p97 ATPase inh,NPY1 pot ag,NPY-Y1 antag,S1P4 antagonist
Fc1cccc(Cl)c1CNc1ccc(N2CCCC2)cc1,6,-0.9,-15,-39,35*,0,-4,-3,-8
COC(=O)c1scc(C)c1NC(=O)/C=C/C(=O)O,5,0.3,-10,-26,5,-4,21,.,-13
Cc1cccc(NC(=O)CCNC(=O)c2ccco2)c1C,1,1.6,7,-14,4,-4,1,-2,-5
CC(=O)Nc1ccc(OCC=C(Cl)Cl)cc1,11,-0.7,8,1,8,5,9,4,4
CCOC(=O)N1CCC(Nc2c(-c3ccc(C)cc3)c(=O)c2=O)CC1,3,0.4,2,-8,-1[fluorescence artefact?],-1,-30,12,-1
Cc1ccc2c(CN3C(=O)NC4(CCCCC4)C3=O)cc(=O)oc2c1C,11,1.2,-20,-11,-13,-4,-16,0,-30
CC(O)(CS(=O)(=O)Cc1cccc(C(F)(F)F)c1)C(=O)Nc1cccc(C(F)(F)F)c1 (stereo unspecified),1,-0.3,32,3,3,0,29,-6,-2
O=C(CN1CCOc2ccccc21)NCc1ccccc1,9,2.3,0,17,0,1,-17,4,3
COc1ccccc1NC(=O)c1ccc(NS(=O)(=O)c2c(C)noc2C)cc1,14,-4.4,4,31,-1,5,-2,4,-5
Cc1nc2c(sc3nc4c(cc32)COC(C)(C)C4)c(=O)o1,11,-1.8,19,6,8,4,0,-5,-29
CCOC(=O)C(=O)Cc1nc2ccccc2s1,11,0.0,4,-15,1,6,6,.,1
CC(C)C1CC(CCNCc2ccc(N(C)C)cc2)(c2ccccc2)CCO1 (stereo unspecified),9,1.9,-2,24,-2,0,-11,-1,-2
CCc1ccc(-c2cc(-c3n[nH]c(=S)n3CC)c3ccccc3n2)cc1,9,1.1,-3,25,8[fluorescence artefact?],3,14,-2,4
O=C1NC2(CCCCC2)C(=O)N1CCS(=O)(=O)Oc1ccc(Br)cc1,1,0.7,-1,-32,-2,-5,-14,1,-8
CCN(CC)CCOC(=O)/C=C/c1ccccc1,14,-0.9,-2,-22,5,1,9,.,2
CCC(=O)N1CCc2cc(S(=O)(=O)NCCN3CCCCC3CC)ccc21 (stereo unspecified),13,-3.2,3,-9,-11[fluorescence artefact?],-2,-15,6,-11
CNS(=O)(=O)c1cnccc1N1CCN(c2cccc(C)c2)CC1,.,0.3,2,-32,-6,2,-2,-1,5
COc1ccc(/C=N/NC(=O)c2ccc3ccccc3c2)cc1OS(=O)(=O)c1ccc(NC(C)=O)cc1,.,4.5,-43,-34,-6[fluorescence artefact?],2,-43,14,1
COC(=O)c1ccc(C(=O)NC(=S)Nc2ccc3nc(SC)sc3c2)cc1,4,0.4,8,-19,20,7,9,0,-24
CCCCCCC1CC(CCc2nc(=S)[nH][nH]2)C(=O)O1 (stereo unspecified),10,0.9,6,44,-1,-3,-28,10,-7
Cn1cccc1CC(=O)N/N=C/c1ccc(C(C)(C)C)cc1,6,-0.1,12,8,9,0,0,.,-26
COc1ccc(CNC(=O)CN(C(=O)c2cc3sccc3n2C)C2CCCC2)cc1,13&4,-0.6,1,9&14,0,4,15,-7,-16
O=S(=O)(c1ccc(-c2nc3ccccc3s2)cc1)N1CCCC1,9,-0.6,-8,-4,-13[fluorescence artefact?],-1,-45,-3,8
CC(Oc1ccc(Br)cc1)c1nc2c3ccccc3nc(=S)n2[nH]1 (stereo unspecified),4,2.1,6,-63,1,3,-5,5,-17
CCOC(=O)CN1CC23C=CC(O2)C(C(=O)NCc2ccc(F)cc2)C3C1=O (stereo unspecified),6,0.0,10,28,-4,5,5,1,-10
Cc1ccc(C(=O)NCCN2CCNC2=O)cc1,11,-0.3,-16,10,-2,-5,-13,.,10
COc1ccc(CCNC(=O)CSc2nc(O)cc(=O)[nH]2)cc1OC,9,-1.4,-5,-30,-6,1,-21,.,12
CCN(CC)C1CC(=O)N(c2cccc(C)c2)C1=O (stereo unspecified),7,-1.5,7,-4,-6,5,13,0,0
COc1ccccc1C(=O)CSc1ccccn1,7,-1.6,-5,8,-1,-4,-1,10,0
COCCCNC(=O)c1cc(C(=O)c2ccccc2Br)c[nH]1,5,1.2,1,-21,3,5,7,2,-7
CCc1ccc(NC(=O)c2onc(C)c2Cl)cc1,14,-2.3,13,3,0,-1,3,-3,-21
O=C(CNS(=O)(=O)c1cccc2nsnc12)NC1CCCCC1,4,0.3,11,-14,-14,5,6,-1,-2
CC(=O)Nc1nc(Cn2nnc(-c3ccc4c(c3)OCO4)n2)nc(N(C)C)n1,3,-2.3,-1,-41,1,-4,-5,1,0
NCCCCCc1nnc(SCc2ccc(Cl)c(Cl)c2)o1,5,0.7,-19,-32,4,0,-38,9,-9
COc1ccc(S(=O)(=O)NC(CC(=O)N2CCc3ccccc32)c2ccco2)cc1 (stereo unspecified),14,-1.8,-2,0,5,1,-16,2,-9
O=C(N/C(=C\c1cn(-c2ccccc2)nc1-c1ccccc1)C(=O)N1CCOCC1)c1ccccc1,3,-0.7,0,7,-2,6,6,2,-2
COc1ccccc1CC(=O)Nc1ccccc1C(=O)O,4,-2.2,4,8,-2,-2,-5,5,9
O=C(Nc1c2c(nn1-c1ccc(Cl)cc1)CS(=O)(=O)C2)c1ccc2c(c1)OCO2,7,-0.3,-15,8,2,2,-14,10,5
CN(CC(=O)Nc1ccccc1Cl)CC(=O)Nc1ccccc1[N+](=O)[O-],2,-1.3,-7,-12,3,5,16,1,2
O=C(O)CCc1ccc(S(=O)(=O)NCCc2ccccc2)cc1,9,-0.7,1,14,1,3,11,-4,-5
O=C1/C(=C/c2cccnc2)CC/C1=C\c1cccnc1,9,0.1,-4,-37,1,2,-3,8,-7
CCOC(=O)CCc1c(C)c2ccc(OCc3nn[nH]n3)cc2oc1=O,7,0.6,-9,32,1,-4,4,9,-11
COC(=O)c1nc(-c2ccccc2)oc1N(C)C,6,-1.6,6,37,3,-2,13,4,-17
COc1ccc(N2CCN(c3nc(Cl)nc(N4CCOCC4)n3)CC2)cc1,9,-1.4,2,-39,-5,-1,-38,8,0
CCCNC(=O)Cn1cccc1C(=O)c1ccccc1,23,-0.2,19,29,1,6,-9,-4,-3
Cc1cccc(N(Cc2nnc3n2CCCCC3)C(=O)Nc2ccccc2)c1,4,0.1,12,8,-3,0,11,6,-7
CCOC(=O)Cn1c(CN2CCc3ccccc3C2)nc2c1c(=O)n(C)c(=O)n2C,9,0.2,3,27,0[fluorescence artefact?],0,5,13,-22
C/C(=N\NC(=O)c1nn(C)c(C)c1Br)c1cccc(NC(=O)c2ccc(F)cc2)c1,4,-0.4,-12,-57,1,-7,-7,0,-4
CN(C)S(=O)(=O)c1cccc(NC(=O)c2cc3c(=O)n4ccccc4nc3s2)c1,5,0.3,-5,-1,-3,-7,-3,3,3
CCOC(=O)Cc1csc(NC(=O)c2cccnc2)n1,11,-1.7,-4,0,8,0,-32,-3,-18
O=C(NCc1csc2ccc(Cl)cc12)Nc1ccccc1,14,-0.6,9,-18,4,6,-8,.,9
CCCCSCc1nc2ccccn2c1Br,-1,-0.7,4,-31,1,-2,0,10,-2
CC1CC(c2ccccc2)n2nc(N3C(=O)c4ccccc4C3=O)nc2N1 (stereo unspecified),9,1.3,-12,0,-2[fluorescence artefact?],7,-8,-7,-2
COc1ccc(/C=N/N2CCN(c3ccccc3OC)CC2)cc1OC,6,-2.4,-5,6,2,-8,-16,10,-9
CCCCCN(C(=O)CN(C)Cc1ccc(OC)cc1OC)c1c(N)n(CCCC)c(=O)[nH]c1=O,14,-2.7,9,11,-8,-1,10,2,-12
Cc1ncc(C(=O)O)c(C(=O)O)c1N,7,2.0,-27,23,-6,4,14,.,3
CC(NC(=O)CCc1nnc(C2CCCCC2)o1)c1ccc(F)cc1 (stereo unspecified),1,-0.8,-16,10,2,2,-15,3,-13
CCOc1ccccc1NC(=O)C(=O)NCC1CCCN1CC (stereo unspecified),12&9,-0.3,-10,-17&-8,-6,1,-17,9,-1
Cc1ccc(Cl)cc1Nc1nc(-c2sc(NC(=O)c3ccco3)nc2C)cs1,10,-1.3,-1,2,-4,8,28,-7,11
COc1nc(-c2cccs2)cc(-c2ccc(C)cc2)c1C#N,9,-2.4,-17,28,0,2,9,3,3
# (cont.)
SMILES,EP2 antag,S1P4 ag,NPY-Y2 PAM-ag,EP2 modulator,eIF4E-4G inh,p97 ATPase inh,NPY1 pot ag,NPY-Y1 antag,S1P4 antagonist
CN(CC(=O)Nc1ccccc1C(=O)N1CCCC1)S(=O)(=O)c1ccc(Cl)cc1,11,0.3,-1,3,-2,3,-6,-1,-18
CC(C)N(C(=O)CSc1ncnc2sc(-c3ccccc3)cc12)C(C)C,19,0.8,10,-44,-17,-1,-6,3,-20
Cc1ccc(Oc2cc(NC(=O)CCCn3nc([N+](=O)[O-])c(Cl)c3C)cc([N+](=O)[O-])c2)cc1,6,-0.3,0,17,2[fluorescence artefact?],4,9,0,-5
c1cncc(Nc2nc(-c3cccnc3)cs2)c1,4,0.9,8,7,0,2,10,-3,-14
CC1=C/C(=N\NC(=O)c2ccccc2)CC1,3,-0.4,6,-7,4,1,-8,-2,-17
CCN1CCN(c2nc(N(C)c3ccccc3)nc(N)c2[N+](=O)[O-])CC1,16,0.6,23,-23,-5,3,12,.,-8
Cc1cc(CN2C(=O)c3ccccc3C2=O)on1,3,-1.5,-9,-6,0,-3,-1,2,2
CCOC(=O)Cc1csc(NC(=S)NC(=O)CC(C)C)n1,7,0.6,0,-12,-4[fluorescence artefact?],3,8,2,-17
COC(=O)c1ccc(NC(=O)c2cccc(C)c2[N+](=O)[O-])cc1,6,1.1,9,-56,4,2,16,4,-22
CCCC(c1nnnn1CCc1ccccc1)N1CCN(C(=O)c2ccco2)CC1 (stereo unspecified),13&5,0.0,1,6&-16,0,0,5,13,0
O=C(Cn1nnc(-c2cccs2)n1)NNC(=O)c1ccccc1Cl,1,0.5,-13,-10,0,-4,-43,.,7
CC(=O)c1ccc(N2C(=O)[C@@H]3C(C(=O)CCN4C(=O)c5ccccc5C4=O)=NN[C@@H]3C2=O)cc1,4,-0.1,17,-1,-1,6,-10,0,-2
COc1ccc(CNC(=O)c2cccc3c2C(=O)N(Cc2cccnc2)C3)cc1,7,-0.4,11,11,4,-1,-4,5,-15
Cc1ccc(CN2CCN(Cc3cccn3-c3ccccn3)CC2CCO)cc1 (stereo unspecified),8,-0.8,-8,14,-1,1,-2,10,12
CC(/C=C1\SC(=O)N(CCCC(=O)O)C1=O)=C\c1ccccc1,14,0.6,-3,31,0,-3,-6,4,4
Cc1nn2c(nc(N3CCCCC3)c3ccccc32)c1C=O,7,-1.2,-2,26,-16[fluorescence artefact?],-7,-30,7,-28

# Compound profiles, as listed above:
# Shown for Cc1nn2c(nc(N3CCCCC3)c3ccccc32)c1C=O : EP2 antag: 7; S1P4 ag: -1.2; NPY-Y2 PAM-ag: -2; EP2 modulator: 26; eIF4E-4G inh: -16[fluorescence artefact?]; p97 ATPase inh: -7; NPY1 pot ag: -30; NPY-Y1 antag: 7; S1P4 antagonist: -28
# Shown for Cc1ccc(CN2CCN(Cc3cccn3-c3ccccn3)CC2CCO)cc1 (stereo unspecified) : EP2 antag: 8; S1P4 ag: -0.8; NPY-Y2 PAM-ag: -8; EP2 modulator: 14; eIF4E-4G inh: -1; p97 ATPase inh: 1; NPY1 pot ag: -2; NPY-Y1 antag: 10; S1P4 antagonist: 12

# Source: PubChem BioAssay

# These rows are one share of the data. The share of hits here may be higher or lower than overall.
